TbMetRS inhib: blocks T. brucei methionyl-tRNA synthetase activity; purified T. brucei MetRS, ATP depletion, Kinase-Glo luminescence; inhibition, % at 11.9 µM; hit rate 0.4% among 360,000; AID 624268;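 active means inhibition above a per-plate cutoff of the control wells' mean inhibition plus 3 SD, cut at about 5.5% in these data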;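 further: 0% = DMSO wells median and 100% = median of wells with control inhibitor compound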
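System: purified T. brucei MetRS enzyme / Detection: Kinase-Glo luciferase luminescence reporting remaining unconsumed ATP / Medium: HEPES buffer with MgCl2, KCl, DTT, spermine, BSA, pyrophosphatase / Replication: singlicate, one well per compound / Evaluation: percent inhibition relative to median high and low control wells / Schedule: 2 h aminoacylation at 25 °C after 15 min preincubation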
LMPTP block: blocks human LMPTP phosphatase; hit rate 0.22% among 360,000; P24666; recombinant LMPTP-A, OMFP fluorogenic substrate, fluorescence intensity; inhibition, % at 20 µM;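 active means compounds that cut the enzyme signal by at least half of the control window in the single-dose screen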;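 further: plate controls were DMSO wells with enzyme plus substrate for no effect and substrate without enzyme for full effect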
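Test system: LMPTP-A phosphatase enzyme. Amount: LMPTP-A at 0.625 nM final in the reaction. Reagent: OMFP substrate, 400 µM final. Times: 50 min at room temperature. Signal: endpoint fluorescence intensity from OMFP dephosphorylation. Read-out basis: % inhibition. Benchmarks: no-enzyme and uninhibited controls.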
DNMT1 inh: DNMT1 (human) enzyme inhibition; P26358; DNMT1 molecular beacon, Hinp1I cleavage, fluorescence; inhibition (reported as % activation of signal), % at 10 µM; hit rate 0.83% among 360,000; AID 588458; in the data active means inhibition above about 50%
Scp-1 inhibitor: blocks human Scp-1 phosphatase activity; Q9GZU7; Recombinant Scp1, phosphopeptide, malachite green phosphate absorbance; inhibition, % at 20 µM; hit rate 0.88% among 340,000;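 active means inhibition above about 50% at 20 µM, limit read from the data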;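 further: plate controls were DMSO wells with enzyme for no effect and wells lacking enzyme for full effect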
Target sequence (Q9GZU7 76-261 limits assumed): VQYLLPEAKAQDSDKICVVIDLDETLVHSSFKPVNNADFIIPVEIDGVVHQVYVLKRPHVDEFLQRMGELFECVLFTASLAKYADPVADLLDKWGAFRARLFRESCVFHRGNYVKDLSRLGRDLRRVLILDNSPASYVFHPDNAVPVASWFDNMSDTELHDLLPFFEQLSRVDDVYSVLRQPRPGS
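Test system: SCP-1 phosphatase catalytic domain, residues 76-261 | Compound dosing: One concentration, 20 µM, with 1.0% DMSO | Schedule: 45 min room-temperature reaction, 5 min colour, 30 min stabiliser | Detection: Absorbance at 630 nm | Read-out basis: % inhibition of SCP-1 phosphate liberation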
bovine MsrA act: activators of bovine methionine sulfoxide reductase A | purified bovine MsrA, absorbance read-out | activation, % at 10.6 µM | hit rate 0.3% among 360,000 | AID 602163; in the data active means activation above about 7.5%;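 further: 0% = vehicle and 100% = reference activator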
MsrA inhibitor: inhibitors of bovine MsrA | inhibition, % at 15.5 µM | purified bovine MsrA, absorbance read-out | hit rate 0.75% among 360,000; in the data active means inhibition above about 4.5%;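 further: 0% = vehicle wells with enzyme and 100% = reference inhibitor wells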
CendR NRP1 mod: modulators of CendR peptide binding to human neuropilin-1; FAM-RPARPAR peptide binding to NRP-1, fluorescence polarization; O14786; inhibition, % at 25 µM; hit rate 0.85% among 360,000;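 active means inhibition or corrected inhibition above about 18%, plus a signal ratio from 0.5 to 1.5, limit read from the data, passing the limit was not always enough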; further: strong numbers were not always called active
Target sequence (O14786 whole entry, looked up): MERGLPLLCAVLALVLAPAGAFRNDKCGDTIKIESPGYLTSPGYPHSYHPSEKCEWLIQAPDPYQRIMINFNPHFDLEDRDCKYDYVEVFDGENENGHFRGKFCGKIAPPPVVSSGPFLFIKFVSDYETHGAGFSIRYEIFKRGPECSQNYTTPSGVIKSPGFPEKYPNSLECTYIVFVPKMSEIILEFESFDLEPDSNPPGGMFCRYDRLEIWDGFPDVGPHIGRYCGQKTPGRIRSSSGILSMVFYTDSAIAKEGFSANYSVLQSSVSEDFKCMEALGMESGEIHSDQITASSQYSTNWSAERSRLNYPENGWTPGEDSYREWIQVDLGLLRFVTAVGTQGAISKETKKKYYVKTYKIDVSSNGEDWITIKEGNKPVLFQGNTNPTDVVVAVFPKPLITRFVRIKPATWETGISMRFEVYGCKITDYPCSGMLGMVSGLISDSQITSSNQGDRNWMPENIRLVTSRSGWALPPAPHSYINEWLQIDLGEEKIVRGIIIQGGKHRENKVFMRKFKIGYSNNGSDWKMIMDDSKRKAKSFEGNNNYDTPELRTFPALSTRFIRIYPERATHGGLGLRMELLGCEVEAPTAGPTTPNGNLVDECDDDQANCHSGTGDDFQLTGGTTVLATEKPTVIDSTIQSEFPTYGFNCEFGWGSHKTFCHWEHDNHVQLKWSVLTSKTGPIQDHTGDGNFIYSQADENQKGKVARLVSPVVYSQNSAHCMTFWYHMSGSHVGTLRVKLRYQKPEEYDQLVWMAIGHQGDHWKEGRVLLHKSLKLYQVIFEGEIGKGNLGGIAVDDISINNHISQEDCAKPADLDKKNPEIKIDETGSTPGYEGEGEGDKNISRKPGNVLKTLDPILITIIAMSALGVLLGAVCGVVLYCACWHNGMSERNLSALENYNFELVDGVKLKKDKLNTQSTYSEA
STEP inh: STEP (human) phosphatase inhibition; P54829; recombinant STEP, OMFP fluorogenic substrate, fluorescence; inhibition, % at 20 µM; hit rate 0.25% among 360,000;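 active means inhibition at 20 µM, scaled per plate between control wells, above about 37%, limit read from the data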;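 further: 0% = DMSO with enzyme and substrate and 100% = substrate only without enzyme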
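System: isolated STEP enzyme; schedule: 20 min enzyme reaction at room temperature, protected from light; medium: Bis-Tris buffer pH 6.0, 2.5 mM DTT, 0.005% Tween 20; signal: fluorescence, 480/540 nm; dosing: single compound dose of 20 µM, 1% DMSO final; also added: OMFP substrate, 25 µM final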
SUMO1 PPI mod: alters human SUMO1 binding to SIM partners. P63165. SUMO1 binding to a labelled peptide, TR-FRET, 1 h. inhibition, % at 20 µM. hit rate 0.33% among 360,000; in the data active means inhibition above about 37%
E coli Lon inh: E. coli protease La inhibition. purified E. coli Lon protease, fluorescence polarization. inhibition, % at 7.94 µM. AID 602123. hit rate 0.42% among 360,000; in the data active means inhibition above about 13%, passing the limit was not always enough;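 further: 0% = enzyme with probe and DMSO and 100% = no enzyme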
* marks the source's active call; other numbers are inactive results; . = no result given.

cpd	molecule	DNMT1 inh	Scp-1 inhibitor	TbMetRS inhib	SUMO1 PPI mod	CendR NRP1 mod	bovine MsrA act	MsrA inhibitor	E coli Lon inh	STEP inh	LMPTP block
1	COc1cc(C(=O)Nc2ccc(OCC(=O)O)cc2)cc(OC)c1OC	1	0	-1.2	4	2	-3	1.6	3	3	0.5
2	Cc1ccc(C(=O)OCC(=O)Nc2ccccc2N2CCOCC2)cc1	-1	-3	-0.1	-6	5	-2	2.6	7	-2	-0.8
3	O=C1C2CC=CCC2C(=O)N1Nc1ccccc1 (stereo not drawn)	10	9	0.7	6	0	-2	1.6	-3	0	-0.1
4	COc1ccccc1NC1=CC(=O)CC(c2ccccc2)C1 (stereo not drawn)	-1	-2	-0.8	8	12	0	-1.0	-13	-2	-0.6
5	NC(=O)C1CC(O)CN1c1nc(CN2CCOCC2)nc2scc(-c3ccccc3)c12 (stereo not drawn)	1	-4	0.0	-1	-2	-3	0.3	-10	-1	0.4
6	C=CCn1c(=NC(=O)c2cccs2)sc2cc(NC(C)=O)ccc21	27	-6	0.1	-23	-9	-1	1.2	4	1	2.7
7	O=C(Nc1ccncc1Cl)c1ccncc1	2	-8	-0.2	1	0	-2	-0.8	5	0	-1.6
8	CC1CC(C)CN(CCCNC(=O)CCC(=O)N2CC(C)Oc3ccccc32)C1 (stereo not drawn)	0	0	-0.2	-3	-11	-8	0.1	0	-4	-1.7
9	Nc1nc(-c2ccccc2)cn1N	2	-8	-1.1	-2	-12	-4	2.5	0	-1	-1.5
10	COc1ccc(N2C(=O)NC3CC2(C)Oc2ccccc23)cc1 (stereo not drawn)	1	-1	-0.2	5	-3	-3	0.3	1	2	-0.8
11	CC(C)CNC(=O)CSc1nnc(-c2ccc(Cl)cc2)n1N	5	12	-1.0	-1	2	-10	0.1	2	-2	-0.3
12	Cc1cc(C)c(S(=O)(=O)c2ccccc2C(=O)O)c(C)c1	8	3	-0.8	2	3	-7	1.1	-8	1	2.2
13	COc1ccc(C(=O)CCC(=O)Nc2cccnc2)c(OC)c1	1	1	-0.4	2	-7	-1	-0.7	-7	-3	-1.1
14	COC(=O)C1=C(C)Nc2c(c(=O)n(C)c(=O)n2C)C1c1cccc(O)c1 (stereo not drawn)	-1	-8	-0.2	-2	6	-9	1.6	-5	2	0.3
15	C=CCOC(=O)C1=C(C)NC(=O)NC1/C=C/c1ccccc1OC (stereo not drawn)	2	-12	-0.7	2	-18	1	-0.7	-17	0	0.0
16	O=[N+]([O-])c1ncn(C23CC4CC(CC(C4)C2)C3)n1	1	-10	-0.4	-18	22	0	-0.3	2	-2	0.4
17	COc1ccc(CCNC(=O)Cc2cccs2)cc1OC	-8	-3	-0.1	2	0	-7	-0.4	-13	1	0.1
18	CCN(CC)Cc1c[nH]c2c(C(=O)OC)cccc12	2	0	-0.5	5	-5	-11	0.7	-12	-1	4.6
19	CCC/C(=N\NC(=O)CNC(=O)/C=C/c1ccco1)c1ccccc1	8	6	-1.0	-6	0	-3	0.7	-2	4	-2.3
20	O=C(NCCc1ccc(Cl)cc1Cl)C1=CC=CN2CCS(=O)(=O)N=C12	4	3	0.7	-3	-1	-2	0.6	1	1	-0.5

Whole records as entered above. Order of screens: DNMT1 inh | Scp-1 inhibitor | TbMetRS inhib | SUMO1 PPI mod | CendR NRP1 mod | bovine MsrA act | MsrA inhibitor | E coli Lon inh | STEP inh | LMPTP block
`CCC/C(=N\NC(=O)CNC(=O)/C=C/c1ccco1)c1ccccc1` reads 8 | 6 | -1.0 | -6 | 0 | -3 | 0.7 | -2 | 4 | -2.3
`COc1cc(C(=O)Nc2ccc(OCC(=O)O)cc2)cc(OC)c1OC` reads 1 | 0 | -1.2 | 4 | 2 | -3 | 1.6 | 3 | 3 | 0.5

The listing continues.
cpd	molecule	DNMT1 inh	Scp-1 inhibitor	TbMetRS inhib	SUMO1 PPI mod	CendR NRP1 mod	bovine MsrA act	MsrA inhibitor	E coli Lon inh	STEP inh	LMPTP block
21	Cc1cccc(N2CCN(C(=O)CCS(=O)(=O)c3ccc4c(c3)oc(=O)n4C)CC2)c1C	-2	1	-0.9	-3	9	-8	-0.3	-2	-1	-0.3
22	CC1CC(C)CN(C(=O)c2ccc3c(c2NCCO)C(=O)c2ccccc2C3=O)C1 (stereo not drawn)	-13	-7	-0.2	-21	6	1	0.1	8	7	8.7
23	O=C(C(O)c1ccc(Br)cc1)N1CCC(Nc2ccc3[nH]ncc3c2)CC1 (stereo not drawn)	-14	.	0.1	2	-2	-3	-0.1	-5	0	-4.2
24	COc1ccc(CCNC(=O)c2nnn(-c3cccc(C)c3)c2N)cc1OC	-1	2	-1.2	0	4	-8	0.3	-4	4	-0.2
25	Cc1nn(C)c(C)c1NC(=O)c1ccc(Cl)cc1	0	-9	-0.3	-2	6	-7	-1.2	-11	-6	0.9
26	CN(C(=O)COC(=O)C1=COCCO1)C1(C#N)CCCCC1	2	4	-0.3	1	8	-8	-1.3	-4	-3	-0.2
27	O=C(O)c1cccnc1-c1ncccc1C(=O)O	3	-3	0.3	0	-1	-1	-1.0	-6	3	-1.1
28	CC1(C)CC(=O)C(=Cc2cn(CCC#N)nc2-c2ccc(Cl)cc2)C(=O)C1	1	-4	-0.6	3	-13	-4	-0.5	8	-1	-1.2
29	CCOC(=O)c1c(NC(=O)COC(=O)c2cccnc2OCC)sc(C(=O)N(CC)CC)c1C	5	-4	-0.2	12	6	-8	0.3	3	0	2.5
30	Cc1cccc(C)c1NC(=S)N/N=C/c1c(Cl)cccc1Cl	14	-7	-0.5	-2	6	-4	0.1	0	-2	-0.9
31	O=S(=O)(NCc1ccccc1)c1ccc(S(=O)(=O)N(Cc2cccs2)CC2CCCO2)cc1 (stereo not drawn)	-2	-4	-1.1	-2	22	-10	-0.9	-2	-2	-1.1
32	Cc1cc(C)c2nc(C(F)(F)F)nc(N3CC(C)OC(C)C3)c2c1 (stereo not drawn)	3	3	0.1	3	8	-2	14*	-3	3	1.2
33	CC(=O)c1cccc(NC(=O)C2Cc3c(-c4ccc5c(c4)OCO5)ccnc3O2)c1 (stereo not drawn)	-3	.	0.1	11	9	-11	-0.2	-17	4	0.3
34	Cc1c(NC(=O)c2nn3c(C(F)(F)F)cc(-c4ccccc4)nc3c2Br)c(=O)n(-c2ccccc2)n1C	1	1	-0.8	5	2	-3	-0.2	5	-1	0.4
35	COc1ccc(NC(=O)c2ccccc2CC[N+](=O)[O-])cc1	-1	-3	-0.6	-2	5	-6	0.4	-7	2	-1.0
36	O=c1cc(O)nc(SC23CC4CC(CC(C4)C2)C3)[nH]1	10	0	-0.6	17	0	-3	-1.3	-16	-1	-1.7
37	O=C(Nc1ccccc1N1CCN(c2ccc(F)cc2)CC1)c1ccccc1	-10	-2	-0.1	2	4	-1	-0.6	0	4	3.2
38	Cc1c(CC(=O)NCCC(C)C)c(=O)oc2cc3c(cc12)CCC(C)(C)O3	1	-12	0.4	5	-6	-2	-0.2	-5	3	0.5
39	COc1ccc(/C=N/Nc2nc(=O)[nH]nc2C)cc1OC	0	-4	-1.0	-24	-6	-1	4.5	3	-1	-1.7
40	ON=C1CCCCCCCC1	-6	2	-0.5	7	7	-3	0.5	-16	2	-2.2
41	COc1cc(C(=O)NCc2ccc(-n3cccc3)cc2)cc(OC)c1OC	-3	.	-0.5	1	-2	-3	.	-2	1	0.0
42	OCCNc1nnc(-c2ccccc2)c(-c2ccccc2)n1	-1	-14	-0.5	-25	14	-3	0.7	-4	0	-1.4
43	CC(=O)N1CCCC1(C(=O)O)c1ccccc1 (stereo not drawn)	3	-12	0.2	4	11	-2	-0.4	-2	-1	-1.6
44	Cc1cc(C(=O)N/N=C/c2cccc([N+](=O)[O-])c2)c(C)n1-c1ccccc1	5	-8	-0.2	-7	-4	-5	1.2	-12	1	1.2
45	CCNc1nc(NCC)nc(N/N=C/c2ccc(N(C)C)cc2)n1	0	7	-0.1	-10	0	-4	6.5*	-3	-2	0.3
46	CCCCC#Cc1ccc(C(=O)NNC(=O)Nc2ccccc2)o1	1	11	0.2	3	4	1	0.9	-3	11	6.0
47	N#Cc1ccsc1NC(=O)COC(=O)c1cc(Br)ccc1O	-8	-7	-0.2	-17	-30	-3	0.7	-8	0	-0.8
48	COc1ccc(Cl)c(Cn2c(NCCCO)nc3c2c(=O)n(C)c(=O)n3C)c1	-1	-2	-0.8	5	12	-1	-1.3	-5	0	-0.5
49	CN(Cc1nccn1C)C(=O)CC1C(=O)NCCN1Cc1ccccc1C(F)(F)F (stereo not drawn)	-4	-1	0.6	4	4	-4	-0.3	6	-1	-1.3
50	COc1cc(C=O)ccc1OCC(=O)Nc1ccccc1N1CCOCC1	2	-7	0.0	3	3	-3	0.7	-5	-1	-1.4
51	Cc1noc(C)c1C(=O)NCC1COc2ccccc2O1 (stereo not drawn)	4	-5	-0.3	-1	21	-5	-0.4	7	-2	-1.2
52	Fc1ccc(-c2cc3nc(-c4ccccc4)cc(N4CCOCC4)n3n2)cc1	-8	15	-1.1	14	-9	-9	0.3	4	1	4.0
53	Cc1ccc(CNC(=O)Cn2nnc(C(=O)Nc3cccc(C)c3C)c2N)cc1	5	-8	-0.1	0	2	-4	2.4	1	-4	1.5
54	Cc1cc(C)cc(NC(=O)CCc2nc3ccccc3[nH]2)c1	3	-5	4.8	-2	0	-5	-0.8	-2	2	0.4
55	Cc1[nH]n(-c2ccc([N+](=O)[O-])cc2)c(=O)c1C=NCCN1CCN(C(=O)c2cccc(F)c2)CC1	0	0	-4.9	-23	2	-10	3.2	-2	1	-2.0
56	CCc1ccc2nc(-c3cccc(C)c3)nc(SCC(=O)NCC3CCCO3)c2c1 (stereo not drawn)	26	-8	0.5	3	3	-3	-0.1	3	2	-0.6
57	c1ccc(CCNc2ccc3ncc(-c4cccc5ccccc45)n3n2)nc1	2	.	-0.3	2	-9	-2	-0.2	-13	-2	2.3
58	C#CCOCCOCCOCCNc1nc(N2CCN(C(=O)Cn3cc(CC(C)O)nn3)CC2)nc(N2CCN(C(=O)[C@H](CCCCN)n3cc(CCC(=O)O)nn3)CC2)n1 (stereo partly drawn)	7	-3	-0.3	1	2	-2	-0.5	0	-1	-5.4
59	O=C(NCc1cn2ccsc2n1)c1cccc(C(F)(F)F)c1	3	2	-0.3	2	-7	-4	-0.1	4	9	-0.5
60	CCOC(=O)c1[nH]c(C)c(C(=O)NC2CCCCCC2)c1C	-12	-2	0.1	-2	7	-1	0.4	12	-3	0.8
61	Cc1ccc(N(CC(=O)Nc2ccc(S(=O)(=O)N3CCOCC3)cc2)S(C)(=O)=O)cc1C	-4	-7	-0.1	-2	3	1	-0.3	-5	3	-0.9
62	CCS(=O)(=O)Nc1c(C)n(C)n(-c2ccccc2)c1=O	-1	-7	-0.2	-1	5	-2	1.7	1	2	0.2
63	COc1cccc(CN(C)CC(=O)Nc2cccc(C(F)(F)F)c2)c1OC	0	-17	-0.3	2	-3	-2	-0.4	-5	-2	-0.5
